GLP1R inv ag – acts as inverse agonist at human GLP-1 receptor; P43220; HEK293 GLP-1R CRE-luciferase, luminescence, 24 h; GLP-1R form is constitutively active; Potency, µM (titrated, usually from 38.3 µM), inactives show at the highest dose activity change, negative = inhibition, actives largely listed as inhibitors; 410,000 compounds, 1.6% hits; AID 624417; also: potency is read from the fitted curve at half-maximal effect; % is scaled to controls: 0 for no effect and ±100 for the full control effect; nearly all actives have a fitted effect of over 55% in size
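Inverse agonists were sought by their lowering of basal cAMP reporter luciferase output in HEK293 cells stably carrying constitutively active human GLP-1R, after 24 h compound treatment.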
IL-2 act – activates IL-2 in a cell-based reporter assay. IL-2 activation reporter assay, cell-based qHTS; stimulated with anti-CD3/CD4/CD28 beads; in transgenic mouse T cells. 360,000 compounds, 0.065% hits. activation, % (series mostly up to about 46 µM); in the data active = activation above about 50%; inconclusive = mostly about 30% to 49%; also: 0% is about no effect
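Unstimulated transgenic mouse T cells, 750 per well, received compound and, after 60 minutes, anti-CD3/anti-CD4 bead plus anti-CD28 stimulation. EGFP and DsRed were quantified after 18 hours.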
GLP-1R agonist – activates the human GLP-1 receptor | HEK293 GLP-1R CRE-luciferase, luminescence, 4-6 h; cells express a hypersensitive GLP-1R form | P43220 | 380,000 compounds, 0.007% hits | Potency, µM (series often up to 45.6 µM), without a hit: at the top dose activation, hits mostly activators; also: potency is read from the fitted curve at half-maximal effect; % of control where 0% means no effect
D3 ag – D3 dopamine receptor (human) agonism; P35462; D3R DiscoveRx beta-arrestin cells, luminescence, 90 min; max activation, %; 410,000 compounds, 0.58% hits; AID 652048; in the data active = max activation above about 30%; also: 0% is about no effect; mostly tested at two doses, the higher about 12 µM
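Agonist-mode cell screen: cells plated at 1500/well and incubated overnight at 37 °C, then exposed to library compounds for 90 min at 37 °C. Detection reagent was added for 30–60 min at room temperature, and luminescence was read.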
WRN helicase inh – inhibitors of human WRN helicase; WRN helicase unwinding, fluorescent forked duplex, kinetic; Potency, µM (top dose mostly 114 µM), for inactives: at the highest dose activity change, negative = inhibition, most hits filed as inhibitors; Q14191; 360,000 compounds, 0.46% hits; also: potency is read from the fitted curve at half-maximal effect; % is scaled to controls: 0 for no effect and ±100 for the full control effect; nearly all actives have a fitted effect of over 55% in size
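Kinetic red-fluorescence monitoring (525/598 nm) tracks WRN helicase activity after 100 nM fluorophore-quencher forked duplex and 2 mM ATP are added to 20 nM enzyme pretreated 15 min at room temperature with compound.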
D3 antag – antagonists of human D3 dopamine receptor | 360,000 compounds, 2.5% hits | AID 652054 | max response, negative = inhibition, % | D3R cells, DiscoveRx beta-arrestin luminescence, antagonist mode; stronger effect = lower value; in the data active = max response below about -50%; inconclusive = no clear call, values can overlap the other calls; also: % is scaled to controls: 0 for no effect and ±100 for the full control effect; mostly tested at two doses, the higher about 12 µM
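Cells expressing the human receptor were seeded at 1500 cells/well, incubated overnight at 37 degrees C in 5% CO2, then exposed to library compounds with dopamine controls for 90 minutes at 37 degrees C before luminescent detection.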
PLK1 PBD block – blocks phosphopeptide binding to human PLK1 polo-box domain; P53350; Plk1 PBD binding of FITC phosphopeptide, fluorescence polarization; Potency, µM, for inactives: max response, negative = inhibition, actives largely listed as inhibitors; 360,000 compounds, 2.8% hits; AID 720504; also: potency is read from the fitted curve at half-maximal effect; series mostly up to about 57 µM; % is scaled to controls: 0 for no effect and ±100 for the full control effect; nearly all actives have a fitted effect of over 65% in size
Target sequence (P53350 whole entry, looked up, the tested form may be a part): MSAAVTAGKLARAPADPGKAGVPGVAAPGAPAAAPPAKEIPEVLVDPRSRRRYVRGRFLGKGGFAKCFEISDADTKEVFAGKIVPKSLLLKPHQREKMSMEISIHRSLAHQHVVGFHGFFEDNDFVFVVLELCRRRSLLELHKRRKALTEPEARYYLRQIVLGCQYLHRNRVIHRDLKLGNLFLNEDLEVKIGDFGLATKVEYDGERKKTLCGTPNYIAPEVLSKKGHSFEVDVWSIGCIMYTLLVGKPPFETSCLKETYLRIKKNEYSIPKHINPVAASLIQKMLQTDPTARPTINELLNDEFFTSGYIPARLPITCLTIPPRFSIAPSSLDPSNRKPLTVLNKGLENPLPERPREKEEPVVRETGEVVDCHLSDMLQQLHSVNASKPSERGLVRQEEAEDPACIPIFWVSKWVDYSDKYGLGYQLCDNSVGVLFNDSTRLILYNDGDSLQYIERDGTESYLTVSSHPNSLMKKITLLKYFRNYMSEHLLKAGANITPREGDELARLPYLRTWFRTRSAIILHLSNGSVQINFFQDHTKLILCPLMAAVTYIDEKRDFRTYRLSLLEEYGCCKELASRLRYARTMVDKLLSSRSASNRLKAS
GLP1R cytotox – cytotoxicity in counter-screen for GLP-1R inverse agonists; HEK293 cAMP-luciferase reporter cells, luminescence, 24 h; Potency, µM (doses to about 38.3 µM), for inactives: at the highest dose activity change, negative = inhibition, hits mostly inhibitors; 410,000 compounds, 0.13% hits; AID 624418;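 also: loss of luciferase light is scored as toxicity; potency is read from the fitted curve at half-maximal effect; % is scaled to controls: 0 for no effect and ±100 for the full control effect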
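MLSMR compounds, 24 hr on cells at 37 deg C/5% CO2; luminescence after luciferase reagent (12 min RT). Inhibition counted as the undesired cytotoxic outcome.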
PI5P4Ka inh – PI5P4K alpha (human) kinase inhibition; PI5P4Kalpha enzyme, ADP-Glo luminescence, 60 min; stronger effect = lower value; max response, %; 330,000 compounds, 1.2% hits; active = max response of -50% or lower; inconclusive = between -30% and -50%; inactive = -30% or higher; also: value at the top dose of about 77 µM; % is scaled to controls: 0 for no effect and ±100 for the full control effect
Target sequence (P48426 whole entry, looked up): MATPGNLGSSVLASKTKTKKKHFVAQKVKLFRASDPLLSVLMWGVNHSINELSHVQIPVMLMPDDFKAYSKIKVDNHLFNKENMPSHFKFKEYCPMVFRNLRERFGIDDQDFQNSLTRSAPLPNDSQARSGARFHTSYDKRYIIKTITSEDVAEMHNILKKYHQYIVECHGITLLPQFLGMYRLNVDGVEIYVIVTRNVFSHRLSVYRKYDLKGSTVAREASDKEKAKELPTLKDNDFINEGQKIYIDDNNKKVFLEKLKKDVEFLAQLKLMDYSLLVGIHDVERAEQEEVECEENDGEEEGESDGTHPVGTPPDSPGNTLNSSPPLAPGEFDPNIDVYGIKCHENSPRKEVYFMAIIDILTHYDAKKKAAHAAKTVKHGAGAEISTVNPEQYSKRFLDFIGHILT
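Reactions run in 0.038 M HEPES pH 7.4, 0.28 mM EGTA, 0.1% CHAPS and 5% DMSO, with PI5P4Kalpha, substrate, compound and 5 microM ATP final, one hour at room temperature. Readout is ADP-Glo luminescence.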
Active calls of the source: *; ? = inconclusive; nt = no result given; [ ] = dose if it differs, or a comment. Unless noted, calls follow the shape of the dose curve; as a rule, active = well fitted curve in the direction sought with a large enough effect; inconclusive = small, poorly fitted or top-dose-only effect, or another doubt; inactive = no such curve, though single readings can be large; an effect the other way counts as inactive or inconclusive. An unsorted share of the library. About 7.8% of those tested had a hit in this group.

Structure	GLP1R inv ag	IL-2 act	GLP-1R agonist	D3 ag	WRN helicase inh	D3 antag	PLK1 PBD block	GLP1R cytotox	PI5P4Ka inh
O=C1OCC(c2ccc(Cl)s2)=C1c1ccccc1[N+](=O)[O-]	-27%	0.2	7%	-3	12%	?	-8%	3%	-11
CCc1cc(=O)oc2cc(C)cc(OC(C)C(=O)NC3CCN(Cc4ccccc4)CC3)c12 (stereo unspecified)	-34%	-0.3	3%	-15	-5%	-14	1%	-19%	-3
Cc1cc(C)cc(Oc2ccc(N)cc2)c1	-9%	-0.5	6%	7	0%	7	-12%	0%	nt
CCOC(=O)c1c(NC(=O)CN2C(=O)NC3(CCC(C)CC3)C2=O)sc(C)c1CC (stereo unspecified)	9%	-1.3	-4%	1	-2%	-19	-5%	11%	9
CC(=O)Nc1ccc(NC2=C/C(=N/S(=O)(=O)c3cccs3)c3ccccc3C2=O)cc1	-3%	-0.5	-4%	-18	-9%	-66*	-10%	-34%	1
C=CCNC(=S)NC(=O)c1ccc(C)c(Br)c1	?	0.4	-1%	-1	1%	19	-10%	?	3
CCN(CC(=O)Nc1c(F)cccc1F)C(=O)Cc1csc(-c2ccc(OC)c(OC)c2)n1	68%[activator]	-0.6	9%	5	-10%	-11	-10%	-8%	-4
O=C(CSc1nc(N2CCCCC2)nc(N2CCCCC2)n1)Nc1nccs1	1%	2.3	3%	-4	-23%	34	-3%	13%	10
COc1cc(OC)cc(C(=O)Nc2ncn[nH]2)c1	15%	-0.9	-1%	-5	-4%	5	3%	10%	-1
CC1(C2CC2)NC(=O)N(CC(=O)Nc2ccc(C(F)(F)F)cc2)C1=O (stereo unspecified)	-48%	-0.8	0%	3	-9%	-20	-11%	2%	-1
COc1cccc(NC(=O)c2ccccc2F)c1	16%	-0.3	6%	3	1%	-2	5%	2%	-1
CCOC(=O)Cn1nc(Cc2ccccc2)c2ccccc2c1=O	?	-1.4	4%	-7	-9%	-17	-4%	-6%	1
CCn1cc(C(=O)Nc2ccc(F)c(F)c2)cn1	11%	-2.8	-5%	2	-2%	0	-4%	-3%	1
Cc1cccc(-c2c3c(=O)n(C)c(=O)n(C)c3cn2CCO)c1	4%	-0.3	-2%	-2	-7%	6	-13%	2%	-3
CC(C)c1nnc(SCC(=O)NCCC2=CCCCC2)n1N	0%	0.1	-1%	-18	-6%	?	11µM*	6%	nt

Of the compounds above, 2 contain two or more sulfur atoms:
Structure	GLP1R inv ag	IL-2 act	GLP-1R agonist	D3 ag	WRN helicase inh	D3 antag	PLK1 PBD block	GLP1R cytotox	PI5P4Ka inh
CC(=O)Nc1ccc(NC2=C/C(=N/S(=O)(=O)c3cccs3)c3ccccc3C2=O)cc1	-3%	-0.5	-4%	-18	-9%	-66*	-10%	-34%	1
O=C(CSc1nc(N2CCCCC2)nc(N2CCCCC2)n1)Nc1nccs1	1%	2.3	3%	-4	-23%	34	-3%	13%	10

Continuation.
Structure	GLP1R inv ag	IL-2 act	GLP-1R agonist	D3 ag	WRN helicase inh	D3 antag	PLK1 PBD block	GLP1R cytotox	PI5P4Ka inh
CCn1cc(Cl)c(C(=O)N2N=C3/C(=C/c4cccs4)CCCC3C2c2cccs2)n1 (stereo unspecified)	0%	-1.6	-5%	1	-1%	17	-4%	2%	nt
Cc1[nH]c(=O)[nH]c(=O)c1S(=O)(=O)N1CCCC(C(=O)N2CCN(c3ccccc3Cl)CC2)C1 (stereo unspecified)	12%	-0.7	-9%	-1	-1%	-13	-10%	0%	-12
Cc1nc2ncnn2c(C)c1Cc1ccccc1Cl	6%	-2.0	2%	5	-10%	-82*	-2%	0%	-1
CCn1c(SCc2cccc(C(F)(F)F)c2)nnc1-c1ccco1	?	-3.5	7%	10	-6%	-28	?	2%	nt
OCC1(CCc2ccccc2)CCN(Cc2ccccc2Cl)CC1	?	-1.1	12%	-17	-5%	?	-1%	9%	-6
Cc1ccc(CN2CC(C(=O)N3CCN(S(=O)(=O)c4c(F)cccc4F)CC3)CC2=O)cc1 (stereo unspecified)	3%	-1.5	1%	-14	-9%	-22	2%	-1%	6
COC(=O)c1cc(-c2ccc(Br)cc2)n[nH]1	-6%	1.4	10%	6	-2%	10	-2%	-9%	-7
COc1ccc(SCCN2CC[C@@H](NC(=O)OCc3ccccc3)CCC2=O)cc1	?	-1.9	6%	-21	-4%	8	-25%	15%	5
CCN(CC)CCN1C(=O)C(O)=C(C(C)=O)C1c1ccc(OC)c(OC)c1 (stereo unspecified)	10%	0.1	-1%	5	0%	12	-1%	0%	-4
O=C(c1cc2c(s1)CCCC2)N1CCN(CCO)CC1	-3%	-0.7	4%	-19	-1%	?	-7%	-4%	0
CCOc1ccc(Br)cc1S(=O)(=O)Nc1cccc(S(=O)(=O)N(C)c2ccccc2)c1	?	0.0	0%	-6	-6%	-25	-9%	0%	11
CCNC(=O)C1CCCN(Cc2ccc(C)c3ccccc23)CC1 (stereo unspecified)	-1%	-0.3	-1%	3	9%	0	1%	2%	-2
Cc1cccc(NC(=O)NNS(=O)(=O)c2ccc(F)cc2)c1	-18%	-2.7	-1%	-1	4%	-11	-4%	1%	-2
C#CCSc1[nH]c(=O)cc(C)c1C#N	7%[7.66 µM]	2.6	12%	-4	-6%	-4	-19%	1%[7.66 µM]	0
COC(=O)c1ccc(CSc2n[nH]c(=S)s2)o1	1%	0.9	-17%	-7	-3%	58	?	-3%	?

Next section
Structure	GLP1R inv ag	IL-2 act	GLP-1R agonist	D3 ag	WRN helicase inh	D3 antag	PLK1 PBD block	GLP1R cytotox	PI5P4Ka inh
C=CCNC(=S)NNC(=O)c1csc(C)c1CC	-1%	0.2	-8%	-14	-4%	43	-12%	1%	nt
Cc1cc2c(C)nc(Cc3ccccc3)nc2o1	1%	-3.4	10%	-4	-18%	69	-4%	-12%	7
C[C@H](NC(=O)C1CCN(S(=O)(=O)c2ccccc2)CC1)C(=O)NCc1cccnc1	9%	-0.7	-6%	0	4%	15	-8%	2%	5
CSc1ccccc1NC(=O)CN(C)CC(=O)Nc1cc(C)ccc1C	-16%	-4.3	25%	5	-6%	14	-13%	-6%	6
O=S(=O)(NCc1ccccc1Br)c1cccs1	-18%	1.5	?	-18	2%	-12	-6%	11%	nt
O=C(CSc1nnc(-c2cc3ccccc3cc2O)n1Cc1ccco1)c1ccc(F)cc1	?	0.8	-14%	2	-12%	-12	-8%	-21%	nt
CC(C)CNC(=O)COc1cccc(C(=O)NCc2ccccc2)c1	-23%	-1.3	10%	1	-26%[57.1 µM]	12	-7%	-26%	8
O=C(c1cc(F)ccc1F)C1CCCN(C(=O)CSc2ccccn2)C1 (stereo unspecified)	-11%	-3.2	13%	-3	1%	15	-23%	3%	-1
CC1=C(C(=O)N(C)C)CC(CC(=O)NCCCN(C)C)C(=O)N1Cc1ccc(F)cc1 (stereo unspecified)	19%	-0.6	6%	5	1%	-15	-7%	-3%	9
O=C(Cc1ccc(F)cc1)Nc1ccc(S(=O)(=O)N2CCCC2)cc1	?	-0.7	2%	-10	-11%	-2	-2%	-3%	4
CCOc1c(Br)cc(CNc2ncn[nH]2)cc1OC	9%	-2.9	14%	-1	-25%	21	-1%	-9%	-4
Cn1c(N)c(C(=O)CSc2nn(-c3ccccc3)c(=S)s2)c(=O)n(C)c1=O	-24%	-4.6	-4%	-18	-4%	-13	-9%	-4%	2
CC(Oc1cc2oc(=O)c3c(c2cc1Cl)CCC3)C(=O)NCC1CCC(C(=O)O)CC1 (stereo unspecified)	16%	3.7	-3%	0	-3%	5	-14%	2%	2
CCOc1ccc(C2=Nn3c(nnc3-c3cccnc3)SC2)cc1	0%	4.3	1%	-6	-4%	?	-7%	2%	-3
COC(=O)c1ccccc1S(=O)(=O)N1CCC(C(=O)OCC(=O)NCC(F)(F)F)CC1	0%	-1.1	-3%	-8	-3%[57.1 µM]	-5	8%	-13%	8

(cont.)
Structure	GLP1R inv ag	IL-2 act	GLP-1R agonist	D3 ag	WRN helicase inh	D3 antag	PLK1 PBD block	GLP1R cytotox	PI5P4Ka inh
CCOC(=O)N1CCN(CC(=O)n2c(C)c(C)c3ccccc32)CC1	?	2.0	-1%	-1	5%	?	-19%	-22%	?
O=C(CCc1nnc2ccc(NCc3ccco3)nn12)N1CCN(c2ccccc2F)CC1	19%	-2.7	1%	2	-21%	0	-10%	-5%	-20
O=C(Cc1ccc(F)cc1)Nc1c(C(=O)N2CCN(c3ncccn3)CC2)oc2ccccc12	0%	-3.5	10%	-5	-3%	-12	-4%	1%	0
COc1cc(/C=N/N=C(\N)c2nonc2N)cc(OC)c1O	114%[activator]	-2.4	24%	4	-18%	-24	-13%	-5%	-13
COc1ccc(CC(=O)N2CCN(C(=O)c3ccco3)CC2)cc1	9%	-1.0	-3%	0	-3%	11	-21%	-13%	nt
CCc1nc2c(OCc3ccccc3)cccn2c1N(C)C(=O)Nc1ccccc1OC	-29%	2.3	4%	-3	-2%	-4	2%	-3%	0
Cc1cn(S(=O)(=O)c2cc(Br)ccc2Br)cn1	19%	-1.4	-1%	0	6%	5	-14%	11%	-6
COc1ccccc1OCCC(=O)OCC(=O)Nc1ccc2c(c1)OCCO2	-4%	0.0	9%	-5	8%	8	-10%	6%	-2
CCOc1ccc(C(=O)NCCn2cc(SCC(=O)NCCc3ccc(OC)c(OC)c3)c3ccccc32)cc1	-1%	nt	1%	0	nt	nt	nt	-7%	nt
Cc1nn(Cc2ccc(F)cc2)c(C)c1NC(=O)c1cc(-c2ccc3c(c2)OCO3)on1	0%	-1.7	3%	7	-10%	16	-1%	22%	nt
